SK-BR-3 tox 24h = SK-BR-3 proliferation inhibitors; 41,000 compounds, 0.47% hits; SK-BR-3 viability, CellTiter-Glo ATP luminescence, 24 h; hits give low values; viability, % at 10 µM;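 active = viability at or below the median of all test compounds minus 3 SD, in both replicates if run twice, cut at about 45% in these data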;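 note: 100% = median untreated cell wells and 0% = median positive control drug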
* = called active by the depositor. The list is partial; the hit share may differ from the screen's.

canonical_smiles	SK-BR-3 tox 24h
COc1ccc(S(=O)(=O)N2CCSC2c2ccc(OC)c(OC)c2)cc1 (stereo not given)	69.6
N#CCOc1nc(N2CCOCC2)nc(N2CCOCC2)n1	121.9
CC(C)c1nc2n[nH]c(N)c2c2c1CCCC2	127.0
Oc1ccc(-c2[nH]ncc2-c2ccc(Cl)cc2)c(O)c1	107.3
CCOC(=O)N1CCC(N2CCN(c3cc(C)ccc3C)CC2)CC1	102.7
Cn1c(=O)c2cc(S(=O)(=O)N3CCOCC3)ccc2n(C)c1=O	85.8
CCOc1cc(-c2nc(-c3ccc(C)nc3OCC)no2)cc(OCC)c1OCC	69.3
CCN1CCN(C(=O)Nc2cccc3ccccc23)CC1	101.4
O=c1[nH]c2ccc(S(=O)(=O)NCc3ccccn3)cc2s1	95.8
c1ccc2c(CNn3cnnc3)cccc2c1	96.5
Cc1[nH]nc2ncc(C(=O)c3ccccc3O)cc12	97.2
CCc1ccc(CCC(=O)Nc2nnc(C)s2)o1	85.9
CCC(=O)Nc1ccc(NC(=O)Cc2ccccc2)cn1	96.8
CCCCCOc1ccc(C(=O)NC(CCC)C(=O)O)cc1 (stereo not given)	85.4
Cc1cc(Nc2cccc(F)c2)nc(-c2ccccc2O)n1	76.0
N#CC(C(N)=O)=C1CCC2(CC1)OCCCCO2	101.7
Cc1cc(NC(=O)c2cccc(S(=O)(=O)N3CCCC3)c2)no1	88.5
CCOCCN(C(=O)COC)c1cccc(OC)c1	126.5
OC(CNCc1ccco1)COc1ccccc1 (stereo not given)	96.8
CCOc1ccccc1C1C(C#N)=C(SCC(=O)OC)NC(=O)C1C(=O)OC (stereo not given)	82.1
COc1ccccc1NC(=O)C1=C(C)Nc2nc(CCCO)nn2C1c1ccc2c(c1)OCO2 (stereo not given)	95.3
COC(=O)NC1CCS(=O)(=O)C1 (stereo not given)	84.8
COc1ccc(C(CC(=O)O)NC(=O)C2CCCCC2)cc1 (stereo not given)	106.5
COc1ccc(C(=O)NCCn2cc(SCC(=O)N3CCOCC3)c3ccccc32)cc1	53.2

Four entries from above, set out differently.
CCCCCOc1ccc(C(=O)NC(CCC)C(=O)O)cc1 (stereo not given)
- SK-BR-3 tox 24h = 85.4

CCOc1ccccc1C1C(C#N)=C(SCC(=O)OC)NC(=O)C1C(=O)OC (stereo not given)
- SK-BR-3 tox 24h = 82.1

N#CC(C(N)=O)=C1CCC2(CC1)OCCCCO2
- SK-BR-3 tox 24h = 101.7

Oc1ccc(-c2[nH]ncc2-c2ccc(Cl)cc2)c(O)c1
- SK-BR-3 tox 24h = 107.3

The list goes on.
canonical_smiles	SK-BR-3 tox 24h
Nc1ccccc1NC(=O)c1ccccc1N	81.5
O=C(O)CSc1nnc(CNc2cccc(C(F)(F)F)c2)n1Cc1ccco1	78.7
CCOc1ccccc1Nc1ncccc1C(=O)N1CCCC1	91.1
c1ccc(-c2noc(-c3cccc4ccccc34)n2)nc1	81.0
CN1CCN(C(=O)c2ccc(CN3CCOCC3)cc2)CC1	77.2
COc1ccc(Cc2nnc(Nc3ccc(C)cc3C)[nH]c2=O)cc1	99.4
O=C(Nc1ccccn1)NC12CC3CC(CC(C3)C1)C2	111.9
N=c1n(-c2ccccc2)c(O)cc(=O)n1-c1ccccc1	79.4
CCOc1ccc(-n2c(Cc3cc(=O)[nH]c(=O)[nH]3)nnc2SCC)cc1	84.6
CCCCN(CCCC)S(=O)(=O)c1ccc(OC)c2ncccc12	53.8
O=C1CC(c2ccccc2)n2nc(NC(=O)c3ccccn3)nc2N1 (stereo not given)	100.9
Cc1cccc(N(C)C(=O)CCS(=O)(=O)c2cccc3nonc23)c1	78.1
CCOC(=O)C1=C(O)C(=O)N(c2ccc(S(N)(=O)=O)cc2)C1c1ccc(OC)cc1 (stereo not given)	78.4
COc1cccc2cc(C(=O)C3=C(O)C(=O)N(CCCN(C)C)C3c3ccncc3)oc12 (stereo not given)	89.7
COc1cccc(-c2cc(C(=O)N3CCCCC3C)no2)c1 (stereo not given)	81.9
Cc1[nH]c(=O)[nH]c(=O)c1S(=O)(=O)NCC12CC3CC(CC(C3)C1)C2	79.7
Fc1ccccc1C(c1nnnn1Cc1ccc2c(c1)OCO2)N1CCN(Cc2ccco2)CC1 (stereo not given)	81.9
COC(=O)c1cc(Cl)c(N)cc1OC	85.2
Cc1[nH]nc2c1C(c1ccc(Cl)cc1)C(C#N)=C(N)O2 (stereo not given)	107.7
CCOC(=O)c1ccc2c(c1)N(CC(=O)N1CCCC1)C(=O)C(C)(C)O2	88.9
CCOC(=O)NC(CC(=O)O)c1ccc(OC)cc1 (stereo not given)	88.1
CCCc1nnc(SCC(=O)N2CCOCC2)n1Cc1ccco1	76.0
C=CCn1c(SCC(=O)Nc2ccc3c(c2)OCO3)nnc1-c1ccccc1OC	99.2
Cc1cc(Cl)ccc1OCC(=O)NCCCN1CCOCC1	82.5
CC(=O)N=c1ncn(CC(COC(C)=O)OC(C)=O)c2nc[nH]c12 (stereo not given)	92.9
CN(CCNC(=O)CCNC(=O)Cn1ccc2ccccc2c1=O)Cc1ccccc1	86.2
O=C(CSc1nnc(-c2ccccc2)o1)N1CCc2ccccc2C1	87.7
COc1ccc(NC(=O)c2ccc(N(C)S(C)(=O)=O)cc2)cc1OC	94.5
CCc1ccccc1NC(=O)CN1CCC(NC(=O)COC)CC1	75.6
CNc1nc(SCc2ccccc2)nc(N2CCOCC2)n1	80.8
COc1ccc(S(=O)(=O)C(C#N)c2nc3ccccc3nc2N2CCCCC2)cc1 (stereo not given)	96.5
C/C(Cl)=C/Cn1c(SC(C)C)nc2c1c(=O)[nH]c(=O)n2C	65.9
Cc1ccc(S(=O)(=O)NCC(=O)N(CC(=O)NCC2CCCO2)C2CCCC2)cc1 (stereo not given)	89.7
CC1(C)Cc2nc(N3CCOCC3)c(C#N)cc2CO1	101.9
Cc1cc(C)c(C#N)c(SC2CCCCC2=O)n1 (stereo not given)	106.2
COc1ccccc1Nc1nc2ccccc2[nH]1	89.3
COc1ccc2c(c1)c(=O)oc1cc(OCC(=O)N3CCC(C)CC3)ccc12	98.5
COCCn1c(SCC(=O)c2ccccc2)nc2c(c1=O)SC(C)C2 (stereo not given)	81.5
O=C(NC1CC1)C1CCCN1S(=O)(=O)c1ccc2ccccc2c1 (stereo not given)	93.8
O=C(CN1CCN(C(=O)c2ccco2)CC1)Nc1ccccc1-c1ccccc1	80.4
Cc1nnc(Nc2ccc(C(=O)N3CCOCC3)cc2)c2ccccc12	89.1
COC(=O)COc1ccc(S(=O)(=O)Nc2ccc(C(N)=O)cc2)cc1Cl	101.3
COc1ccc(Nc2ncnc3c2cnn3Cc2ccccc2)cc1OC	86.2
COC(=O)c1[nH]c2ccccc2c1NC(=O)CCN1CCSCC1	97.1
Cc1ccc(S(=O)(=O)N2CCCN(S(=O)(=O)c3ccc4c(c3)OCCO4)CC2)cc1	104.9
Cc1cc2c(c(=O)n1CCN(C)C)C(c1ccccc1Br)C(C#N)=C(N)O2 (stereo not given)	105.2
CCn1c2ccccc2c2cc(NC(=O)COC(=O)C3CCC(=O)N3)ccc21 (stereo not given)	79.5
O=c1cc(N2CCN(c3cccc(Cl)c3)CC2)[nH]c(=O)n1C1CCCCC1	75.8

Next structures
Compound	SK-BR-3 tox 24h
CCOC(=O)C1CCCN(C(=O)CNS(=O)(=O)c2ccc(Br)s2)C1 (stereo not given)	100.2
CCOCc1nnc(NC(=O)c2cccs2)s1	121.8
CCSc1nc2c(c(=O)[nH]c(=O)n2C)n1Cc1ccc(Cl)cc1	77.7
CCC(=O)Nc1ccccc1Oc1ccccc1	116.8
Cc1oc2ccc(OCc3ccc(F)cc3)cc2c1C(=O)O	91.5
Cc1ccccc1NC(=O)CCN1CCN(Cc2ccccc2)CC1	84.5
Oc1cccc(C=NCc2ccccc2)c1O	102.3
CCOC(=O)Cc1nnc(NC(=O)COc2ccc(C)cc2)s1	90.6
O=C(NCC1CCCO1)c1ccc(S(=O)(=O)N2CCCCC2)cc1 (stereo not given)	89.6
CSc1ccccc1NC(=O)c1cccnc1	85.0
COc1ccc(-c2cc(C(F)(F)F)nc(SCC(=O)Nc3cc(C)on3)n2)cc1OC	77.7
O=C(NCCCN1CCOCC1)NC12CC3CC(CC(C3)C1)C2	118.5
COc1ccc(N2CCN(/C(=N\S(=O)(=O)c3ccccc3)Nc3nc(C)cc(C)n3)CC2)cc1	82.5
O=C1C2C3C=CC(C3)C2C(=O)N1CC1CCCO1 (stereo not given)	92.2
COc1cccc2cc(C(=O)N3CCN(C/C=C/c4ccccc4)CC3)c(=O)oc12	79.8
COc1cccc(C2/C(=C(\O)c3ccc4c(c3)OCCO4)C(=O)C(=O)N2CCCN(C)C)c1OC (stereo not given)	97.8
Cc1ccc(C)c(OCC(O)CN2C(C)CCCC2C)c1 (stereo not given)	61.2
CC1(C)CC(=O)C=C(N2CCN(C3=CC(=O)CC(C)(C)C3)CC2)C1	104.2
CCC(C(=O)OCCN(CC)CC)c1ccccc1 (stereo not given)	86.7
O=C(Nc1nc2c(s1)CCc1ccccc1-2)c1ccco1	92.4

Some values from the results shown:
O=C(NCCCN1CCOCC1)NC12CC3CC(CC(C3)C1)C2 @ SK-BR-3 tox 24h: 118.5
CC1(C)CC(=O)C=C(N2CCN(C3=CC(=O)CC(C)(C)C3)CC2)C1 @ SK-BR-3 tox 24h: 104.2
COc1cccc(C2/C(=C(\O)c3ccc4c(c3)OCCO4)C(=O)C(=O)N2CCCN(C)C)c1OC (stereo not given) @ SK-BR-3 tox 24h: 97.8
COc1ccc(-c2cc(C(F)(F)F)nc(SCC(=O)Nc3cc(C)on3)n2)cc1OC @ SK-BR-3 tox 24h: 77.7
O=C1C2C3C=CC(C3)C2C(=O)N1CC1CCCO1 (stereo not given) @ SK-BR-3 tox 24h: 92.2
COc1ccc(N2CCN(/C(=N\S(=O)(=O)c3ccccc3)Nc3nc(C)cc(C)n3)CC2)cc1 @ SK-BR-3 tox 24h: 82.5

The list goes on:
Compound	SK-BR-3 tox 24h
COC(=O)c1c(-n2cnnn2)sc(C)c1C	86.5
CCSc1nsc(SCC)c1C(N)=O	78.9
Cc1cccc2cc(CN(CC3CCCO3)C(=O)c3cnccn3)c(=O)[nH]c12 (stereo not given)	94.9
CCSc1nnc(-c2cccs2)o1	68.2
COc1ccc(C2(CNC(=O)c3ccc(Br)o3)CCOCC2)cc1	86.2
Cc1cccc2nc(Cn3c(=O)n(CCC(=O)NCc4ccco4)c(=O)c4ccccc43)cc(=O)n12	79.3
Nc1nc(C(=O)N2CCOCC2)nn1S(=O)(=O)c1ccc(Cl)cc1	95.7
O=C(CCCNS(=O)(=O)c1cccs1)N1CCc2ccccc2C1	111.4
CCCn1c(SCC(=O)c2ccc3c(c2)OCCO3)nnc1C(C)C	92.2
CCOC(=O)CC(NC(=O)c1ccco1)c1ccccc1Cl (stereo not given)	81.4
O=C(CCSc1nnnn1-c1ccccc1)N1CCOCC1	80.1
O=[n+]1cc(-c2cc3ccccc3o2)n([O-])c2c1CCCC2	85.5
CCOC(=O)C(CC)Sc1nc2c(c(=O)[nH]c(=O)n2C)n1CCc1ccccc1 (stereo not given)	87.5
CCCCn1c(N)c(N(CCOC)C(=O)CSc2nc3ccc(C)cc3[nH]2)c(=O)[nH]c1=O	77.2
COc1ccc(C(=O)NCCc2nnc(SCC(=O)Nc3ccccc3)n2C)cc1	111.3
COc1ccc(S(=O)(=O)N2CCCC(C(=O)NCc3ccccn3)C2)cc1Cl (stereo not given)	95.4
Cn1nnnc1SCC(=O)Nc1ccccc1-c1ccccc1	114.4
CCOC(=O)C1CCCN(C(=O)c2cnn3c(C(F)F)cc(-c4ccc(C)cc4)nc23)C1 (stereo not given)	64.6
CC1=C(C(=O)Nc2ccccn2)C(c2ccc(Br)cc2)n2ncnc2N1 (stereo not given)	91.1
O=C(O)c1ccc2nc(C(F)(F)F)[nH]c2c1	105.4
c1ccc(-c2nnc(SCc3nc4ccccc4[nH]3)o2)cc1	70.7
CC1(C)CC(=O)C=C(N2CCNCC2)C1	92.0
CCOC(=O)c1cnc(C(C)(C)C)[nH]c1=O	108.3
CCOC(=O)COc1ccc(S(=O)(=O)N2CCN(c3ccccc3F)CC2)cc1	98.8
COc1ccccc1N1CCN(c2nc(N)c(C#N)c(CC#N)c2C#N)CC1	113.6
Cc1cc(NC(=O)c2ccccc2)ncc1NC(=O)c1ccco1	62.6
Cn1c(=O)c2c(nc(Oc3ccc4c(c3)OCO4)n2Cc2ccc(Br)cc2)n(C)c1=O	91.5
CCOc1ccc2[nH]c(=O)c(C(c3nnnn3CC3CCCO3)N3CCc4ccccc4C3)cc2c1 (stereo not given)	97.6
CCOC(=O)c1ccc(NC(=O)C23CCC(C)(C(=O)O2)C3(C)C)cc1 (stereo not given)	100.2
CCOc1ccc(-c2nc(-c3ccccc3C)no2)cc1	91.9
c1ccc(-c2nnc3sc(CN4CCc5ccccc54)cn23)cc1	96.5
O=C(COc1cccc(C(F)(F)F)c1)NCCCN1CCCC1=O	100.6
COc1cccc(NC(=O)CSc2nc3c(c(-c4ccco4)c2C#N)CCCC3)c1	98.5
Cn1c(NC(=O)C2c3ccccc3Oc3ccccc32)cc(=O)n(C)c1=O	75.5
CCOc1ccc(N2CC(C(=O)NCCCN3CCOCC3)CC2=O)cc1 (stereo not given)	96.0
Cc1nc(N)sc1-c1csc(Nc2ccccc2)n1	83.3
CC(=O)C(Sc1nc(N2CCOCC2)nc(N2CCOCC2)n1)C(=O)Nc1ccccc1 (stereo not given)	92.9
CCCCC(CCC(=O)Nc1ccc(C(=O)OCC)cc1)C(=O)O (stereo not given)	89.7
CCCCCc1c(C)nc(Nc2ccc(F)cc2)[nH]c1=O	102.4
O=C1CCCc2c1cc(C(=O)NCc1ccco1)c(=O)n2-c1ccc(Cl)cc1	89.0
Cc1csc(NC(=O)CSc2nnc(-c3ccc(S(=O)(=O)N4CCCC4)cc3)o2)n1	88.0
CCCCn1c(SCc2cccnc2)nc2c1c(=O)n(C)c(=O)n2C	83.4
CCCCOC(=O)C(C)Nc1n[nH]c(=O)[nH]c1=O (stereo not given)	90.7
CCC(=O)Nc1ccc(NC(=O)CSc2nnnn2CC)cc1C	88.4
NC(=O)c1c(NC(=O)CN2CCCC2)sc2c1CCCC2	86.5
Cc1sc2ncn(CCC(=O)O)c(=O)c2c1C	147.1
CCOC(=O)/C(C(N)=NCCO)=C(/O)c1ccccc1	82.8
CS(=O)(=O)N(CC(=O)NC1CCCCCC1)Cc1ccccc1	90.7
COc1ccc(-c2ccc(-c3noc(-c4ccccc4OC)n3)c(OC)n2)cc1	65.1
